GlmU inhibition: inhibition of mycobacterial GlmU enzyme – biochemical, glucosamine-1-phosphate acetyltransferase (AID 1376); M. tuberculosis GlmU acetyltransferase enzyme assay; higher % means a stronger effect; actives 0.25% (n = 220,000); inhibition, %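 (tested at 30 µM in the primary screen)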; hits with a dose series show IC50 in µM; in the data active means inhibition above about 13%; inconclusive means no clear call, values can overlap the other calls;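 further: 0% = complete reaction with vehicle and 100% = reaction without substrate; strong numbers were not always called active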
Mtb RmlCD inh: inhibitors of Mycobacterium tuberculosis RmlC and RmlD coupled enzymes. inhibition, % at 3.6 µM. actives 0.03% (n = 160,000). AID 1533. RmlC+RmlD coupled enzyme assay, percent inhibition; primary screen in compound mixtures; in the data active means inhibition mostly above about 34%, no sharp cut-off; inconclusive means no clear call, values can overlap the other calls; inactive means mostly below about 22%; further: some results filed as inactive read as strong as hits
Target sequence (P9WH09 whole entry, looked up): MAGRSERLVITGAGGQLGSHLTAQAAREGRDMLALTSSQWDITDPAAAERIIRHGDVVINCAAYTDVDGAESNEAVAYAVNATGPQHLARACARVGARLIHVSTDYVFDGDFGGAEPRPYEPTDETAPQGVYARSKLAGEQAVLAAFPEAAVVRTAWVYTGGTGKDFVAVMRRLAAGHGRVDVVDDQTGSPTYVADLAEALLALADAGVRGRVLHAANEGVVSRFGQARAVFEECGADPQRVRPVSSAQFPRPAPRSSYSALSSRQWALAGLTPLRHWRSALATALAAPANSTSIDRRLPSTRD
Target sequence (P9WH11 whole entry, looked up): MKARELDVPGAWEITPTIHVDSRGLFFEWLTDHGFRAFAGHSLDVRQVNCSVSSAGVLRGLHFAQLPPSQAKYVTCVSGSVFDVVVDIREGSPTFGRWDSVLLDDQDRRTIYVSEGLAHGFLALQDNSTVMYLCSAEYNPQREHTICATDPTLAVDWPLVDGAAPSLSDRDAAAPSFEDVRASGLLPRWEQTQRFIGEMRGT
Numbers without * were called inactive; u = inconclusive; x = not tested or not shown. A portion of the library; count on the stated rates, not on these rows.

A first look:
SMILES	GlmU inhibition	Mtb RmlCD inh
S=c1nc(C23CC4CC(CC(C4)C2)C3)[nH][nH]1	-6.2%	-21.0
C/C(=N\O)C(C)/[N+]([O-])=C/c1nc(C)c(C)n1O (stereo not drawn)	-2.1%	x
O.O.O.O=S(=O)([O-])OC[C@H]1O[C@@H](O[C@]2(COS(=O)(=O)[O-])O[C@H](OS(=O)(=O)[O-])[C@@H](OS(=O)(=O)[O-])[C@@H]2OS(=O)(=O)[O-])[C@H](OS(=O)(=O)[O-])[C@@H](OS(=O)(=O)[O-])[C@@H]1OS(=O)(=O)[O-].[Al]	9.1%	x

Main list, from the start:
SMILES	GlmU inhibition	Mtb RmlCD inh
S=c1nc(C23CC4CC(CC(C4)C2)C3)[nH][nH]1	-6.2%	-21.0
C/C(=N\O)C(C)/[N+]([O-])=C/c1nc(C)c(C)n1O (stereo not drawn)	-2.1%	x
O.O.O.O=S(=O)([O-])OC[C@H]1O[C@@H](O[C@]2(COS(=O)(=O)[O-])O[C@H](OS(=O)(=O)[O-])[C@@H](OS(=O)(=O)[O-])[C@@H]2OS(=O)(=O)[O-])[C@H](OS(=O)(=O)[O-])[C@@H](OS(=O)(=O)[O-])[C@@H]1OS(=O)(=O)[O-].[Al]	9.1%	x
CCC(=O)N(Cc1cc2c(C)ccc(C)c2[nH]c1=O)C1CCCCC1	1.5%	x
CCC(=O)Nc1ccccc1C(=O)OCC(=O)c1ccccc1	1.1%	x
CSc1ccc(C#N)cc1NC(=O)c1ccccc1	-1.8%	-5.5
CC1=NNC(=O)/C1=C\c1cn(-c2ccccc2)nc1-c1ccc(Cl)cc1	1.3%	6.3
Cc1c(-c2cc[n+]([O-])cc2)oc2ccc(Br)cc2c1=O	2.9%	1.1
O=C1NC(=NCc2ccccc2)S/C1=C\c1ccccc1	1.4%	1.9
N#Cc1cnn2c(N)c(-c3ccc(Cl)cc3)cnc12	2.7%	-8.9
CC(=O)Nc1ccc(S(=O)(=O)NC(CC(=O)NCCC2=CCCCC2)C(C)C)cc1 (stereo not drawn)	0.1%	83.9
COC(=O)c1ccc(C(=O)OC)c(NC(=S)N2CCN(C(=O)C3CCCO3)CC2)c1 (stereo not drawn)	-3.9%	x
O=C1NC2(CCCCCC2)C(=O)N1CCS(=O)(=O)Oc1ccccc1	-0.3%	8.3
COc1cc(NC(=O)CN2CCN(c3ccccc3F)CC2)c(C)cc1[N+](=O)[O-]	-2.8%	8.7
COC(=O)c1c(C)nn(-c2ccc(F)c(Cl)c2)c1-c1cc(C)on1	1.0%	6.6
O=C(N/N=C/c1ccccc1Br)c1ccc(CSc2cccc3cccnc23)cc1	0.2%	-9.6
Cc1cc(C)n(-c2ccc(C(=O)Nc3cc(S(=O)(=O)N(C)C)ccc3Cl)cc2)n1	1.6%	-8.2
CCOC(=O)C1CCCN(CC(=O)c2c[nH]c3ccc(C)cc23)C1 (stereo not drawn)	-1.0%	x
CCOC(=O)c1[nH]c(COC(=O)CCOc2ccccc2OC)c(C(=O)OCC)c1C	-0.2%	7.9
CC1(C)Cc2ccccc2-c2c1c(=O)n(Cc1ccccc1)c1nnnn21	5.8%	-13.8
CCOC(=O)C1=C(C)NC(=O)NC1c1ccc(N2CCC(c3ccccc3)=N2)cc1 (stereo not drawn)	2.6%	x
CS(=O)(=O)N(Cc1ccc(C(=O)NN=C2CCCCCC2)cc1)c1ccccc1	5.6%	-0.5
COc1ccccc1N1CCN(c2cc(=O)n(-c3ccccc3Cl)c(=O)[nH]2)CC1	1.9%	x
CN(C)c1nnnn1-c1ccc(OC(F)(F)F)cc1	x	6.7
CCOc1ccc(OCC(=O)N2CCOCC2)cc1	-2.2%	x
COc1ccc(Cc2nnc(NC(=O)c3c(-c4ccccc4)noc3C)s2)cc1	1.9%	65.9
Cc1ccnc(SCCn2c(N3CC(C)CC(C)C3)nc3c2c(=O)n(C)c(=O)n3C)n1 (stereo not drawn)	-2.3%	x
CCC(CC)c1nc(NCCC(=O)O)c2ccccc2n1	-3.3%	x
CC1=CC(C)(C)N(S(=O)(=O)c2ccc(C)cc2)c2cc(C)ccc21	-1.8%	0.9
Cc1cccc(C2c3[nH]c4ccccc4c3CCN2C(=O)c2cc(C(C)C)nc(N)n2)n1 (stereo not drawn)	9.9%	5.4
CC1CCCCN1CCNC(=O)C1CCN(S(=O)(=O)N2CCCCC2)CC1 (stereo not drawn)	-6.7%	x
CC(C)(C)C(=O)CSc1nccc(=O)[nH]1	-0.1%	102.8
Cn1cnc(S(=O)(=O)Nc2cc(-c3ccc(Cl)cc3)nn2C)c1	-1.7%	6.7
NNc1nnc2c3cc(F)ccc3n(Cc3ccccc3)c2n1	1.5%	3.6
CCOc1ccc(S(=O)(=O)Nc2ccc(C(=O)N/N=C/c3c(C)nn(-c4ccccc4)c3N3CCCC3)cc2)cc1	3.5%	7.4
COC(=O)c1ccc(NC(=O)C(=O)N2CCN(C(=S)Nc3ccc(C)cc3)CC2)cc1	2.9%	-12.8
O=C(COC(=O)c1cccc(Cl)c1)Nc1cc(Cl)ccc1Oc1ccccc1	2.7%	-16.2
CC(C)OC(=O)CCC1(C(=O)O)CCC(=O)NC1 (stereo not drawn)	-1.6%	-2.6
CCOc1cc(C=C(C#N)C#N)ccc1Oc1ccc([N+](=O)[O-])cn1	5.2%	x
CCc1ccc(/C=C2/SC(=S)N(CC(=O)Nc3nc4ccccc4s3)C2=O)cc1	-3.3%	x
CCOCCCNC(=S)NCCNc1nc2c(C)cccc2cc1C#N	-3.2%	-1.4
CCCc1nccn1S(=O)(=O)c1cc(OC)ccc1OC	2.8%	x
Cc1cccc(N(C)S(=O)(=O)c2ccc3c(c2)CCC(=O)N3)c1	0.8%	2.8
COc1ccc(-n2ncc3c(N4CCC(C(N)=O)CC4)ncnc32)cc1	2.4%	13.7
O=[N+]([O-])c1ccc(N2CCN(S(=O)(=O)c3ccc(Cl)cc3)CC2)cc1NCc1cccnc1	-8.0%	8.4

Retrieved one by one from the entries so far (3):
SMILES	GlmU inhibition	Mtb RmlCD inh
CCc1ccc(/C=C2/SC(=S)N(CC(=O)Nc3nc4ccccc4s3)C2=O)cc1	-3.3%	x
COc1ccc(-n2ncc3c(N4CCC(C(N)=O)CC4)ncnc32)cc1	2.4%	13.7
CCOCCCNC(=S)NCCNc1nc2c(C)cccc2cc1C#N	-3.2%	-1.4

The listing continues.
SMILES	GlmU inhibition	Mtb RmlCD inh
Cc1cc(C)c2c(C)c(C(=O)NCc3ccncc3)oc2c1	-1.4%	x
O=C(CNCC1CCCO1)Nc1ccc(N2CCCCCC2)cc1 (stereo not drawn)	-0.2%	3.5
O=C(Cc1ccc(Cl)cc1)Nc1cccc2ncccc12	2.2%	x
O=c1cccc2n1C[C@H]1C[C@@H]2CN2CCCC[C@@H]12	-2.2%	x
CCCC(=O)N(CC(=O)Nc1sc(C)c(C)c1C(N)=O)Cc1ccccc1	1.6%	-0.8
CCN(CC)c1ccc(/C=N/N2CCN(c3ccccn3)CC2)cc1	2.7%	-1.4
CN(CC(=O)Nc1ccc(C#N)cc1)CC(=O)Nc1ccc(N2CCOCC2)cc1	-0.9%	16.1
CCN(CC)c1ccc(/C=C2/C(=O)c3ccc(C(=O)O)cc3C2=O)cc1	34.3µM*	6.3
NC(=O)c1ccccc1Nc1nc(NCCO)nc(N2CCCC2)n1	-0.1%	x
CCN(CC)C(=O)CSc1nnc([C@@H](N)Cc2ccccc2)o1	1.0%	x
O=C(Nc1ccc(F)c(F)c1)c1cc(S(=O)(=O)N2CCN(c3ccccn3)CC2)ccc1F	-3.5%	-3.7
COCC(=O)Nc1ccccc1C#N	x	13.0
COc1ccc2cc(-c3[nH]ncc3CNCCn3nc(C)cc3C)ccc2c1	0.9%	-0.8
CCCCCCCCCCCC(=O)c1c(O)cccc1O	-5.9%	5.5
O=C(N/N=C/c1sc(N2CCOCC2)nc1-c1ccccc1)c1ccccc1Cl	3.1%	-12.3
Cc1ccc(C2CC(C(F)(F)F)n3nc(C(=O)NCc4ccco4)cc3N2)cc1 (stereo not drawn)	-2.1%	12.2
Cc1c(C(=O)O)oc2c1C(O)CCC2 (stereo not drawn)	0.7%	x
O=C(NCc1cccnc1)C(=O)NC1CCCCC1	-3.5%	9.0
O=C(Cn1c(=O)oc2cc(S(=O)(=O)N3CCCCCC3)ccc21)NC1CCCCCCC1	0.1%	7.7
COc1ccc(NC(=O)CCS(=O)(=O)c2ccccc2Cl)cc1S(=O)(=O)Nc1ccc(Cl)cc1	-3.2%	10.8
CNC(=O)Oc1cccc2ccccc12	0.5%	7.0
Cc1cccc(CSc2nnc(C)c(=O)n2N)c1	-1.0%	9.6
O=C(NCCc1ccccc1)C1CCN(S(=O)(=O)N2CCC3(CC2)OCCO3)CC1	-3.2%	x
Cc1ccc(-c2[nH]c(=S)[nH]c(=O)c2C#N)cc1	10.4%	x
O=C(N/N=C/c1ccc(Br)o1)c1cccnc1	-2.5%	x
O=C1CSC(c2ccccn2)N1Cc1cn2ccccc2n1 (stereo not drawn)	-3.0%	x
Cc1ccc(-c2ccc(C)c(N)c2C)c(C)c1N	1.5%	7.5
COC(=O)C1C(O)=C(C=NC2CCCCC2)C(=O)CC1(C)C (stereo not drawn)	1.9%	x
COC(C[C@H](O)C[C@H](O)[C@H](C)OCc1ccccc1)OC	-3.0%	x
Cc1cc(NC(=O)CSc2nc3ccsc3c(=O)n2NC(=O)c2ccccc2)no1	-0.5%	x
O=c1cc(-c2ccc(O)cc2)oc2cc(O)cc(O)c12	7.9%	x
CCc1ccc(C(=O)COC(=O)c2ccc(Cl)nc2)cc1	-1.5%	5.1
Cc1ccc(SC(C)c2nc(-c3ccncc3)no2)cc1 (stereo not drawn)	5.2%	9.1
Cc1nnc2sc(SCC(=O)Nc3nccs3)nn2c1=O	0.8%	-1.1
CC(=O)CSc1ccc(-c2nc3cc(C)c(C)cc3[nH]2)cn1	8.3%	-12.2
COc1cc(C2CC(=O)Nc3ccccc3S2)cc(OC)c1OC (stereo not drawn)	-0.2%	12.7
O=C(CSc1ccc2c(c1)OCCO2)Nc1cccc(S(=O)(=O)N2CCCCC2)c1	-5.9%	-9.8
O=C(Nc1ccc(-c2noc(COc3ccccc3Cl)n2)cc1)c1ccco1	-3.2%	x
O=[N+]([O-])c1cc(S(=O)(=O)Nc2ccccc2)ccc1NCc1ccccc1	-0.9%	-14.6
Cc1cc(C)cc(SCc2noc(C(=O)NCC3CCCO3)c2C(=O)O)c1 (stereo not drawn)	-0.8%	x
COc1cc(NC(=O)Nc2ccc3c(c2)OCO3)cc(OC)c1OC	-2.7%	0.7
Cc1ccsc1C(=O)N1CCCC(C(=O)c2cc(F)ccc2F)C1 (stereo not drawn)	0.8%	7.5
Cc1nnc(SCC(=O)NC2CCS(=O)(=O)C2)n1Cc1ccccc1 (stereo not drawn)	0.7%	-9.1
COC(=O)C(NC(C)=O)(Nc1nc2ccc(C)cc2s1)C(F)(F)F (stereo not drawn)	3.2%	5.7
Cc1ccccc1NC(=O)CSc1nc(COc2ccccc2)nc2ccccc12	-9.5%	-2.9
CCn1c(C)[n+](CCOC(C)=O)c2cc(Cl)c(Cl)cc21	-1.0%	x
Cc1ccccc1NCC(=O)N/N=C\c1ccc([N+](=O)[O-])s1	-2.9%	-8.3
CC1Cc2cc(/C(O)=C3/C(=O)C(=O)N(CC4CCCO4)C3c3ccco3)ccc2O1 (stereo not drawn)	1.8%	-3.6
CC(=O)N1CCc2cc(S(=O)(=O)NCCC(=O)N3CCN(Cc4ccccc4)CC3)ccc21	1.5%	x
CCOC(=O)c1nnc(-c2ccccc2)o1	2.2%	x
CCOc1ccc(Cn2c3ccc(OC)cc3c3nc4ccccc4nc32)cc1	2.2%	-2.5
COc1cc(NS(=O)(=O)c2ccc(NC(=O)C3CCCO3)cc2)nc(OC)n1 (stereo not drawn)	2.8%	x
CCc1ccccc1-n1c(-c2ccncc2)n[nH]c1=S	4.1%	-4.8
c1nnc(NC2=NCCC2)s1	1.0%	x
O=C(NCCN1CCCCC1)c1ccc(=O)oc1	-2.1%	20.6
Cc1ccc(/C=C/C(O)=C2/C(=O)N(C)C3(C)CC2c2ccccc2O3)cc1 (stereo not drawn)	7.7%	11.6
O=C(Nc1nccs1)c1cc(-c2ccccc2)nc2ccccc12	-4.0%	-1.6
O=C(Nc1ccccc1N1CCOCC1)c1cc2c(s1)CCCCC2	1.6%	-1.1
Cc1ccccc1-n1nnnc1SCC(C)C	-0.3%	1.0
CCOCC(=O)Nc1ccc2c(c1)OCCO2	0.6%	x

Complete entries as entered above. Order of screens: GlmU inhibition, Mtb RmlCD inh
Shown for CCOCC(=O)Nc1ccc2c(c1)OCCO2 : 0.6%, x
Shown for O=C(Nc1nccs1)c1cc(-c2ccccc2)nc2ccccc12 : -4.0%, -1.6

Remaining list, next part:
SMILES	GlmU inhibition	Mtb RmlCD inh
CCCN(CCO)Cc1cccc(Cl)c1	1.4%	8.7
O=c1c2cc(Br)ccc2nc2n1CCCCC2	-2.9%	x
CCNC(=O)NC(=O)C(C)SCc1ccccc1C (stereo not drawn)	3.5%	-4.4
Cn1nnnc1SCCOc1ccc(C#N)cc1	-1.9%	8.4
O=C(NCCC1=CCCCC1)c1ccc(F)cc1	2.5%	x
COc1ccc(C(=O)CSC#N)cc1OC	-6.4%	x
C/C(=N\NC(=O)c1ccccc1)c1ccc2c(c1)OCO2	2.5%	-1.4
O=c1cc(-c2ccccc2Cl)oc2cccc(O)c12	3.2%	x
CCN1CCN(S(=O)(=O)c2ccc(OC)c(Br)c2)CC1	5.5%	x
CCCCNCC1C(Oc2ccc(Cl)cc2)C(=O)N1c1ccccc1C (stereo not drawn)	1.3%	u
N#CCc1c(C#N)c(N)nc(N2CCN(c3ccc(F)cc3)CC2)c1C#N	1.8%	-3.3
O=C(Nc1cccnc1)c1cnc2ccccc2n1	1.1%	-9.4
Oc1ccccc1-c1nnc(COc2ccc(Cl)cc2Cl)o1	-1.6%	-2.6
Cc1ccc(NC(=O)NCc2ccc3c(c2)OCO3)c(C)c1	-5.2%	-12.2
CC1Cc2ccccc2N1C(=O)COc1ccc2c(c1)OCO2 (stereo not drawn)	-5.4%	1.3
